EWS-Fli inh – inhibitors of EWS/Fli oncoprotein transcriptional activity | inhibition, % at 12.6 µM | A673 NR0B1-luciferase reporter, viability-normalised | AID 651661 | 0.67% of 350,000 active;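 active = mean inhibition of at least 50% after viability correction, with every replicate also passing that limit; inconclusive = mean reaches 50% but only one of two replicates passes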;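 note: firefly luciferase signal divided by Alamar Blue viability fluorescence both relative to DMSO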
RAD54 branch – blocks human RAD54 Holliday junction branch migration. 0.14% of 360,000 active. inhibition, % at 10.4 µM. FAM/BHQ fluorescence. Q92698. AID 602329;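 active = mean normalized replicate activity at least 40 and at least half of replicates scoring 40 or more; inconclusive = only one of the two criteria met; inactive = mean below 40 and under half of replicates reaching 40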;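 note: 0% = median of neutral control wells and 100% = median of positive control wells; inhibitors cause a drop in the FAM fluorescence signal; in these data hits start at about 50%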
Target sequence (Q92698 whole entry, looked up): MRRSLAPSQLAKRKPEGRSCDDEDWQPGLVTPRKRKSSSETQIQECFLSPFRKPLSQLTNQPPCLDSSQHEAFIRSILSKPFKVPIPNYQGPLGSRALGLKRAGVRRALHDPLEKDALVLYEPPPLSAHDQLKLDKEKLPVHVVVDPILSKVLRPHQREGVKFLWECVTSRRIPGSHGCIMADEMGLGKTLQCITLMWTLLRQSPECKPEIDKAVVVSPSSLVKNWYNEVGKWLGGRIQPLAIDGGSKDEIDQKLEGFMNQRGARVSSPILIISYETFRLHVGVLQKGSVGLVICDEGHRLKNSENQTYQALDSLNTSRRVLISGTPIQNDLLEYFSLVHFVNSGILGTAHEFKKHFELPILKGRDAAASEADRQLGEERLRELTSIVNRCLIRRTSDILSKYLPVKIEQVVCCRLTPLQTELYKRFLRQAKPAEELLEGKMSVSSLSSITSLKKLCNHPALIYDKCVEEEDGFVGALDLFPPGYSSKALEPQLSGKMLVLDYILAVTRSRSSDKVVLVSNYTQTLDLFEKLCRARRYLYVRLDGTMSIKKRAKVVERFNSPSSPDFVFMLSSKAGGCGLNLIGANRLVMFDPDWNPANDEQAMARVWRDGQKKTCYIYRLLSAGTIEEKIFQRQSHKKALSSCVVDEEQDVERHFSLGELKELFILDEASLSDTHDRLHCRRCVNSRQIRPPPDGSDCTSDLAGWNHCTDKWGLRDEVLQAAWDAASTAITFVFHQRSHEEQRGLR
E-selectin induc – induces E-selectin expression in human endothelial cells; P16581; HUVEC E-selectin immunofluorescence imaging; normalized: neutral wells 0, TNF-alpha wells 100; activation, % at 7.58 µM; 0.37% of 260,000 active; AID 686992;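 active = mean E-selectin-positive cell signal at least 10% of the positive control, reached in at least 60% of replicates, without over 20% cell loss; inconclusive = no rule given, readout overlaps actives, possibly toxicity-flagged; inactive = the rest, including those meeting only one limit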;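 note: in these data hits start at about 27%; measured in HUVEC primary endothelial cells; signal is the percent of cells scored E-selectin positive by PE staining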
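Material: HUVEC primary endothelial cells; Amount: 3,000 cells per well; Dosing: single concentration; Medium: EGM-2 growth medium on 0.1% gelatin-coated wells; Read-out basis: percent E-selectin-positive cells; Signal: immunofluorescence imaging; Control set: TNF-alpha, DMSO.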
esBAF inh – blocks esBAF chromatin remodeling in mouse ES cells; Bmi1-luciferase knock-in reporter, 24 h; 100% = twice the neutral-well signal; reporter increase, % at 12.5 µM; 2% of 350,000 active; in the data active = activation above about 40%; inconclusive = no clear call, values can overlap the other calls;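 note: 0% = median of the plate's neutral control wells and 100% = double that signal; a rise in the Bmi1 reporter signal indicates esBAF inhibition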
S100A4 inh HTS – inhibitors of human S100A4 binding to myosin IIA peptide; inhibition, % at 10.7 µM; 0.14% of 360,000 active; P26447; S100A4/TAMRA-MyoIIA peptide fluorescence polarization;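 active = mean inhibition of at least 70% across replicates, with every replicate also reaching that level; inconclusive = mean inhibition reaches 70% but some replicates fall short; inactive = mean inhibition below 70%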
Target sequence (P26447 whole entry, looked up): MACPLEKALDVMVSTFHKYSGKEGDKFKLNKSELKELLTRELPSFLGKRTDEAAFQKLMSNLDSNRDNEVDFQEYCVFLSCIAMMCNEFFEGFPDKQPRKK
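Test system – S100A4 monomer (human) · Compound – single-point compound testing · Schedule – 5 min incubation before reading · Probe or stimulus – TAMRA-labelled myosin IIA heavy-chain peptide probe, 5 nM · Benchmarks – neutral control DMSO, positive control TFP · Medium – Calcium-containing HEPES buffer, pH 7.2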
Xi reactivation – X-chromosome reactivation activator | XiGFP mouse fibroblasts, % GFP-positive cells imaging, 3 d; cells co-treated with 5-aza-dC sensitizer; scaled so ellipticine positive control = 100% | activation, % at 7.58 µM | 0.055% of 360,000 active | AID 743238;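 active = mean normalized replicate activation at least 10% and every replicate at or above 10%; inconclusive = only one of the two criteria met; inactive = mean below 10% and not all replicates reach 10%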;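 note: 0% = median of on-plate neutral control wells and 100% = ellipticine 6 µM median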
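Material: XiGFP fibroblasts, SV40-immortalized; Buffer or medium: DMEM containing 5-aza-dC; Compound dosing: single point; Times: 3 days compound exposure.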
FN deposit inh – fibronectin deposition inhibition; AH1F fibroblasts, Alexa488-fibronectin deposition fluorescence, overnight; inhibition, % at 12.6 µM; 0.086% of 350,000 active; AID 743247;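 active = mean inhibition across replicates of 30% or more, regardless of how many single replicates reach that level; inconclusive = mean under 30% yet at least half of replicates reach 30%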;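 note: positive control wells lacked labelled fibronectin entirely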
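Assay system: AH1F fibroblast monolayer, labelled fibronectin deposition. Amount: 10000 cells per well. Also added: labelled fibronectin 24 nM. Compound: single-point pinned compound. Incubation: cell attachment 1 h, compound and FN exposure overnight. Detection: fluorescence after three HBSS washes, excitation 485 nm, emission 525 nm. Read-out: inhibition of fibronectin deposition signal.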
RAD52 anneal inh – RAD52 (human) annealing inhibition. P43351. recombinant RAD52 DNA annealing, FRET fluorescence. inhibition, % at 18.7 µM. 0.46% of 360,000 active;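 active = every replicate showing at least 50% inhibition; inconclusive = mean inhibition at least 50% but not in every replicate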
Numbers without * were called inactive; i = inactive; ? = inconclusive; / = not tested or not shown.

SMILES | EWS-Fli inh | RAD54 branch | E-selectin induc | esBAF inh | S100A4 inh HTS | Xi reactivation | FN deposit inh | RAD52 anneal inh
CCC(C)(C)n1nnnc1C(c1ccc(C)cc1)N1CCN(Cc2ccc3c(c2)OCO3)CC1 (configuration not stated) | / | 5 | -1.0 | 8 | / | / | -6 | /
O=C1c2c(O)cc(O)cc2O[C@H](c2ccc(O)c(O)c2)[C@H]1O | 7 | -5 | 3.4 | 0 | 0 | -0.1 | -4 | 12
C[C@@H]1CN([C@H](C)CO)C(=O)c2cccc(NS(=O)(=O)c3ccccc3)c2O[C@@H]1CN(C)CC1CCCCC1 | 3 | 0 | -0.1 | 8 | 17 | 0.0 | -3 | 5
C[C@@H]1CN([C@@H](C)CO)C(=O)Cc2cc(NC(=O)Nc3ccc4c(c3)OCO4)ccc2O[C@H]1CN(C)Cc1ccccc1 | 5 | 5 | -0.1 | -6 | 1 | 0.0 | / | -7
CO[C@H]1CN(C)C(=O)c2ccc(NC(=O)C3CCOCC3)cc2OC[C@H](C)N(Cc2nccs2)C[C@H]1C | -3 | -10 | -0.1 | 4 | 3 | 0.7 | -11 | 9
Cc1ccc(SC(C)C(=O)N2CCCC2)cc1 (configuration not stated) | 5 | -5 | / | 9 | -1 | / | / | 7
Cc1oc(-c2cccc(C(F)(F)F)c2)nc1CN1CCOCC1 | 3 | -4 | / | 11 | -1 | -0.2 | 1 | -13
CN(CC(=O)Nc1ncn[nH]1)S(=O)(=O)c1ccc(Br)cc1 | / | 6 | / | -1 | 6 | 0.1 | -3 | -8
COc1ccc(C)cc1NC(=O)c1cc(C2CC2)nc2c1c(C)nn2C1CCS(=O)(=O)C1 (configuration not stated) | 9 | -2 | 0.5 | 6 | 1 | 0.0 | / | -5
COc1ccc(CN(C)C[C@H]2OCCCC[C@H](C)Oc3ccc(NS(=O)(=O)c4cn(C)cn4)cc3C(=O)N([C@@H](C)CO)C[C@@H]2C)cc1 | 4 | 5 | 0.0 | 0 | -11 | -0.6 | / | 0
C[C@H]1CN([C@@H](C)CO)C(=O)CCCn2cc(nn2)CO[C@@H]1CN(C)S(=O)(=O)c1ccccc1 | 1 | 4 | -0.1 | 5 | -13 | 0.0 | -6 | 11
COc1ccc(-c2c(C#N)c(N)nc3c2CCC3)cc1 | 0 | / | / | / | 5 | 0.0 | 10 | -19
COc1ccccc1N1CCN(C(=O)c2ccc(-c3ccccc3)cc2)CC1 | -38 | 9 | 0.1 | 1 | -2 | 0.3 | 2 | -10
CC1C2CCC(C2)C1OC(=O)c1ccccc1C(=O)O (configuration not stated) | -4 | / | 0.2 | / | 2 | 0.3 | 7 | -21
O=C(COC(=O)c1ccc(O)cc1)NCCCc1ccccc1 | -7 | 15 | -0.1 | -1 | 3 | 0.0 | -1 | 1
CCC(=O)Nc1ccc2c(c1)OC[C@H](C)N(Cc1ccccc1)C[C@H](C)[C@@H](OC)CN(C)C2=O | -6 | 4 | 0.0 | 3 | -12 | 0.1 | -13 | 27
OCC[C@@H]1C[C@H](O)[C@@H](O)[C@@]2(OCc3ccc(CO)cc32)O1 | -14 | -4 | 0.0 | 2 | -4 | 0.3 | 3 | -7
Cc1ccc(NC(=O)CCCSc2nc3ccccc3[nH]2)cc1 | 0 | / | / | / | 1 | 0.3 | -7 | -29
CCCS(=O)(=O)NC(=O)C1(C)CCCN(C(=O)COc2ccccc2)C1 (configuration not stated) | 6 | -10 | 0.5 | -5 | 2 | 0.0 | / | -7
C[C@@H](O)C#Cc1cnc2c(c1)C(=O)N([C@@H](C)CO)C[C@H](C)[C@@H](CN(C)C(=O)Cc1ccncc1)O2 | -6 | 2 | -0.7 | 2 | -8 | 0.0 | -6 | -32
CC(=O)Nc1ccc(S(=O)(=O)N(C)CC(=O)NCCC2=CCCCC2)cc1 | / | -2 | -0.3 | -6 | 7 | 0.0 | / | 2
CCOc1ccc(C(=O)CCC(=O)NN2CCCCC2)cc1 | -5 | 10 | 0.1 | 14 | 0 | -0.1 | 3 | -10
CC(C)C(OC(=O)c1cccs1)C(=O)NCc1ccc2c(c1)OCO2 (configuration not stated) | -1 | -3 | / | 3 | -5 | -0.1 | -1 | -8
CCOC(=O)c1c(NC(=O)COC(=O)CCOc2cc(C)ccc2C)sc(C(=O)N(C)C)c1C | 0 | -11 | -0.3 | -6 | 2 | 0.0 | 1 | -17
CCOc1ccc(Oc2ccccc2NC(=O)CCc2nc3ccccc3c(=O)[nH]2)cc1 | 23 | 5 | -0.1 | -46 | -6 | 0.0 | 3 | -17

Entries shown so far containing an aryl thioether with sulfur outside any ring:
SMILES | EWS-Fli inh | RAD54 branch | E-selectin induc | esBAF inh | S100A4 inh HTS | Xi reactivation | FN deposit inh | RAD52 anneal inh
Cc1ccc(SC(C)C(=O)N2CCCC2)cc1 (configuration not stated) | 5 | -5 | / | 9 | -1 | / | / | 7
Cc1ccc(NC(=O)CCCSc2nc3ccccc3[nH]2)cc1 | 0 | / | / | / | 1 | 0.3 | -7 | -29

(continued)
SMILES | EWS-Fli inh | RAD54 branch | E-selectin induc | esBAF inh | S100A4 inh HTS | Xi reactivation | FN deposit inh | RAD52 anneal inh
CCOC(=O)c1cc(-c2cccc(O)c2)oc1C | -3 | / | -0.2 | / | -19 | 0.1 | 1 | 10
COc1cc(-c2noc(C)c2C(=O)N[C@@H](CO)Cc2ccccc2)cc(OC)c1OC | 0 | 3 | 1.0 | -3 | 1 | 0.0 | -3 | -8
COc1ccc(CNc2nc(NCc3ccc(OC)cc3)n(C(=O)c3ccccc3[N+](=O)[O-])n2)cc1 | / | -5 | / | 36 | -9 | / | / | -1
CCN(c1ccccc1)S(=O)(=O)c1ccc2[nH]c(=O)[nH]c2c1 | 9 | / | / | / | -5 | 0.0 | -8 | -30
O=C(C1CCCCC1)N1C[C@@H](n2cc(-c3ccc(F)cc3)nn2)[C@H](O)C[C@@H]1c1ccccc1 | 3 | -1 | 0.1 | 15 | -6 | 0.0 | -5 | -13
O=C(Cc1ccccn1)N1CC(=O)N2[C@H](CO)[C@@H](c3ccc(-c4ccccc4)cc3)[C@H]2C1 | -3 | / | 0.4 | / | -11 | 0.0 | / | -20
O=C(CCl)c1ccc2[nH]c(=O)oc2c1 | 3 | 7 | / | -1 | 4 | -0.4 | -5 | -5
Cc1ccccc1OCc1n[nH]c(=S)n1-c1cccc(Cl)c1 | 9 | 5 | / | 0 | -3 | 0.0 | -18 | -4
O=C(CN1C(=O)c2cccc([N+](=O)[O-])c2C1=O)N1CCc2ccccc2C1 | 1 | -5 | 0.1 | 1 | -8 | -0.1 | 1 | -6
CC1(C)C[C@H]2C3=CCC4[C@@]5(C)CC[C@H](O)[C@](C)(CO)C5CC[C@@]4(C)[C@]3(C)CC[C@@]2(C)[C@H](O)[C@@H]1O (some centres not stated) | 1 | 4 | / | -8 | -2 | / | / | -6
Cc1cc(NC(=O)C(C)SCC(=O)Nc2ccccc2N2CCCCC2)no1 (configuration not stated) | -4 | / | 4.1 | -5 | -2 | 0.7 | 6 | -15
C[C@@H]1CCCCO[C@H](CN(C)S(=O)(=O)c2ccccc2)[C@@H](C)CN([C@@H](C)CO)C(=O)c2cc(NC(=O)Nc3ccc(F)cc3)ccc2O1 | 0 | 6 | 0.2 | -2 | 2 | 0.0 | / | 19
Cc1ccc(OCC(=O)Nc2ccc3oc(=O)ccc3c2)c(C)c1 | 2 | 3 | / | -1 | -3 | 0.1 | 2 | -10
Cc1ccccc1-c1cc2nc(NCCOc3ccccc3Cl)n(C)c(=O)c2s1 | -13 | -9 | 0.1 | 0 | 2 | 0.0 | 7 | -92
Cn1c2c(c3ccccc31)CCN1CCC[C@]21c1ccccc1 | 19 | 0 | / | 1 | -1 | 0.3 | -19 | 4
CC(C)(C)NC(=O)CCCSc1nc2ccccc2s1 | -19 | / | / | / | -4 | 0.0 | / | -6
CN(C)CCCNC(=O)c1ccc(/C=N/O)nc1 | 4 | 1 | -0.9 | 0 | 2 | 0.1 | 14 | -5
Cc1ccc(N2CCN(c3ncccc3[N+](=O)[O-])CC2)c(C)c1 | -7 | -7 | 0.4 | 16 | -6 | 0.0 | -2 | -15
COc1ccc(CN(C)C[C@@H]2OCCCC[C@@H](C)Oc3ccc(NC(=O)Nc4cccc5ccccc45)cc3C(=O)N([C@@H](C)CO)C[C@@H]2C)cc1 | -2 | 4 | 0.4 | -1 | 13 | 0.0 | / | 3
COCCNC(C)C(=O)C12CC3CC(CC(C3)C1)C2 (configuration not stated) | 0 | 6 | / | -5 | 1 | / | / | -8
CCc1ccccc1NC1Nc2cc(C)nn2S1 (configuration not stated) | -1 | / | 0.0 | / | -1 | 0.3 | -3 | -14
CCN(CC(=O)Nc1ccc2c(c1)OCCO2)S(=O)(=O)c1ccccc1 | / | -1 | 0.3 | / | -3 | -0.1 | / | -4
O=C(CN1CCN(C(=O)c2cncn2-c2ccccc2)CC1)Nc1ccccc1Cl | -5 | 5 | -0.2 | -1 | -1 | -0.8 | 4 | 3
CCC(=O)Nc1ccc2c(c1)C(=O)N(C)C[C@H](OC)[C@H](C)CN(CC1CCOCC1)[C@H](C)CO2 | -2 | 8 | -0.3 | -2 | / | -0.2 | / | /
Cc1ccc(C(=O)NCC(c2ccco2)N2CCc3ccccc32)cc1C (configuration not stated) | 11 | 3 | / | 2 | -4 | 0.0 | 6 | -13

Following part:
SMILES | EWS-Fli inh | RAD54 branch | E-selectin induc | esBAF inh | S100A4 inh HTS | Xi reactivation | FN deposit inh | RAD52 anneal inh
O=C(N/N=C/c1cc(Br)c(Br)o1)C(O)c1ccccc1 (configuration not stated) | -5 | / | / | / | -1 | 0.0 | -1 | -19
S=C(NC1CCCCC1)N1CCc2ccccc2C1 | / | 0 | / | 15 | / | 0.0 | 3 | /
COc1ccccc1NS(=O)(=O)c1cc(C(=O)NCc2ccncc2)ccc1C | 1 | 0 | -1.2 | 4 | 25 | 0.7 | -1 | -12
CC1=Nc2ccccc2/C1=C/c1sc(=S)n(-c2cccc(C(=O)O)c2)c1O | 6 | / | -0.1 | / | -11 | 0.0 | 6 | i
CN(C)C(=O)N(CCCN1CCOCC1)Cc1cccc2ccccc12 | -9 | 1 | / | / | 1 | 0.2 | -5 | -6
CC(C)(C)NS(=O)(=O)c1ccc2nc(NC(=O)c3ccc(N4C(=O)CCC4=O)cc3)sc2c1 | -1 | / | -1.9 | / | 2 | 0.0 | -5 | -8
CCOCC(=O)Nc1ccccc1C(=O)O | 2 | -14 | / | 0 | -3 | 0.0 | 7 | -15
Cc1cc(C(=O)Nc2c(C)nn(Cc3ccc(Cl)cc3)c2C)no1 | -2 | / | 0.4 | / | 6 | 0.2 | 4 | -1
C[C@H](NC(=O)C[C@H]1C=C[C@@H](NS(=O)(=O)c2cccc(F)c2)[C@@H](CO)O1)c1ccccc1 | 2 | -2 | -0.2 | -2 | ? | 0.3 | -8 | 20
